From PubChem BioAssay
PTHR1 ag = qHTS for PTHR1 Agonists: Primary Screen; Parathyroid hormone/parathyroid hormone-related peptide receptor (Homo sapiens), Q03431; HEK293 GP2 PTHR1 cells, GloSensor cAMP luminescence, 1 h; Potency, µM (series often up to 115 µM), for the others: at the highest dose activation, hits mostly activators; 410,000 tested, 0.075% active; AID 743266, 2014; also: potency is read from the fitted curve at half-maximal effect; nearly all actives have a fitted effect of over 55% in size; some results filed as inactive show a strong effect at the top dose; inactives centre near -15; many of its hits are not listed in these tables
Target sequence (Q03431 whole entry, looked up): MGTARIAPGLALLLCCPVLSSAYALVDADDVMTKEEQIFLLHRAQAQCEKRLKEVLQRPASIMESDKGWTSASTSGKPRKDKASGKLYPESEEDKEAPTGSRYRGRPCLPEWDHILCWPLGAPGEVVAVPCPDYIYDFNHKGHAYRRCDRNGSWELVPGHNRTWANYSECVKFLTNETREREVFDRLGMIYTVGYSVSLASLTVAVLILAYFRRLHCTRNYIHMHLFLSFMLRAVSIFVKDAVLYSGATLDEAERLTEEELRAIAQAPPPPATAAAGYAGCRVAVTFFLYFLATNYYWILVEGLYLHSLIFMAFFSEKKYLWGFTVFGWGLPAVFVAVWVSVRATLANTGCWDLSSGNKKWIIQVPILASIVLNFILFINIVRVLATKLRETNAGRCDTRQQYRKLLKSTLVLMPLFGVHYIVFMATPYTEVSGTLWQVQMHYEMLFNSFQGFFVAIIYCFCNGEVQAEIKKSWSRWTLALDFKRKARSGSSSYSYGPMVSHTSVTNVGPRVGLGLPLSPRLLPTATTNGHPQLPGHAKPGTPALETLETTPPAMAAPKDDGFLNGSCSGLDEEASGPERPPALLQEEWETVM
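HEK-293-derived GP2 cells expressing PTHR1 and a GloSensor cAMP reporter, 3,000/well, plated overnight, given luciferin plus IBMX (each 0.5 mM as added) for 1 h at 37 °C, then compound for 1 h at 37 °C. Luminescence was read after 15 min at room temperature.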
GLP-1R inv ag = qHTS of GLP-1 Receptor Inverse Agonists (Inhibition Mode); Glucagon-like peptide 1 receptor (Homo sapiens), P43220; HEK293 GLP-1R CRE-luciferase, luminescence, 24 h; GLP-1R form is constitutively active; Potency, µM (highest dose often 38.3 µM), for the others: top-dose activity change, negative = inhibition, most hits filed as inhibitors; 410,000 tested, 1.6% active; also: potency is read from the fitted curve at half-maximal effect; % is scaled to controls: 0 for no effect and ±100 for the full control effect; nearly all actives have a fitted effect of over 55% in size
Target sequence (P43220 whole entry, looked up): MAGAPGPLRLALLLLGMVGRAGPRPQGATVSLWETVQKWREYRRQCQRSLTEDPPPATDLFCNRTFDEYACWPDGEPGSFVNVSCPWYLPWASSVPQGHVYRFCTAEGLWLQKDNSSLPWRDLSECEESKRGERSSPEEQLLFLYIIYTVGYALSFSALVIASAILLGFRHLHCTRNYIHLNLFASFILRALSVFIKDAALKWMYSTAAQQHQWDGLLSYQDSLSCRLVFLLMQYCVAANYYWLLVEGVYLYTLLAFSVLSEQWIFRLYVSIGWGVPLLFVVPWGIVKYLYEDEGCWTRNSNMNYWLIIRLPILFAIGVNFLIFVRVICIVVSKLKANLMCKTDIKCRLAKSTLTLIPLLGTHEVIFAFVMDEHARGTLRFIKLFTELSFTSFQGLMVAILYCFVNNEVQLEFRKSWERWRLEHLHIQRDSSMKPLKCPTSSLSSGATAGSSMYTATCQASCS
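Assay principle: reduced luminescence from a cAMP-responsive reporter in HEK293 cells co-expressing a constitutively active GLP-1R. Conditions: 24 hr compound incubation, 37 deg C, 5% CO2.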
aSyn yeast inh = qHTS of alpha-syn Inhibitors. Yeast expressing alpha-synuclein, growth rescue, BacTiter-Glo, 24 h. Potency, µM (top dose mostly 46.1 µM), for the others: at the top dose growth rescue (activation), actives largely listed as activators. 370,000 tested, 0.14% active. AID 652106, 2013; also: potency is read from the fitted curve at half-maximal effect; % of control where 0% means no effect; nearly all actives have a fitted effect of over 65% in size
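Rescue of yeast growth: cells expressing toxic alpha-synuclein, induced in galactose at OD600 0.02, incubated with compound 24 h at 30 C. ATP luminescence quantified growth; inhibitors of toxicity appear as activators.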
GLP1R ag = qHTS of GLP-1 Receptor Agonists; Glucagon-like peptide 1 receptor (Homo sapiens), P43220; HEK293 GLP-1R CRE-luciferase, luminescence, 4-6 h; cells express a hypersensitive GLP-1R form; Potency, µM (highest dose often 45.6 µM), for the others: top-dose activation, hits mostly activators; 380,000 tested, 0.007% active; AID 624172, 2012; also: potency is read from the fitted curve at half-maximal effect; % of control where 0% means no effect
Abeta rescue = qHTS for compounds that reverse cellular toxicity of Amyloid beta (A-beta) peptide in yeast: Primary Screen | yeast expressing A-beta42, growth rescue, OD600, 48 h; response scale: 0% DMSO, 100% iron-clioquinol control | Potency, µM (top dose mostly 46.1 µM), inactives show at the top dose growth rescue, actives largely listed as activators | 410,000 tested, 0.063% active | AID 1347071, 2019; also: potency is read from the fitted curve at half-maximal effect; nearly all actives have a fitted effect of over 55% in size
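Yeast growth medium received pinned compounds, then yeast cells expressing toxic A-beta were added; plates incubated at 30 C for 48 hr. Growth read as absorbance at 600 nm, normalized to DMSO and equimolar FeCl3 plus clioquinol controls.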
DRD3 antagonist = qHTS of D3 Dopamine Receptor Antagonist: qHTS. AID 652054, 2013. max response, negative = inhibition, %. D3R cells, DiscoveRx beta-arrestin luminescence, antagonist mode; hits give low values. 360,000 tested, 2.5% active. D(3) dopamine receptor (Homo sapiens), P35462; in the data active = max response below about -50%; inconclusive = no clear call, values can overlap the other calls; also: % is scaled to controls: 0 for no effect and ±100 for the full control effect; mostly tested at two doses, the higher about 12 µM
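Cells expressing the human receptor were seeded at 1500 cells/well, incubated overnight at 37 degrees C in 5% CO2, then exposed to library compounds with dopamine controls for 90 minutes at 37 degrees C before luminescent detection.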
FUS suppressor = qHTS for Suppressors of FUS Proteinopathy: Primary screen using FUS-linked yeast assay; 390,000 tested, 0.24% active; Potency, µM (titrated, usually from 76.6 µM), for inactives: at the top dose growth rescue (activation), most hits filed as activators; S. cerevisiae FUS-expressing, growth rescue, OD600, 24 h;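 also: potency is read from the fitted curve at half-maximal effect; plate controls were DMSO vehicle for no effect and reference control for full effect; nearly all actives have a fitted effect of over 55% in size; some results filed as inactive show a strong effect at the top dose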
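Yeast expressing FUS under galactose induction, OD 0.005 in 2% galactose medium; compounds in a dilution series, 24 h at 30C. Growth rescue by absorbance at 600 nm; CP55940 positive control, DMSO negative.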
pAkt inh = HTS Assay for Inhibitors of Akt Phophorylation: Primary Screen; Neuro2A IGF-stimulated pAkt S473 HTRF, 20 min; hits give low values; 360,000 tested, 0.32% active; activity change, % for hits at 50 µM; AID 651550, 2012; in the data active = activity change below about -80%; inconclusive = mostly about -51% to -80%; also: % is scaled to controls: 0 for no effect and ±100 for the full control effect
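Neuro2A cells in DMEM with 0.5% FBS, overnight at 37 deg C, given compound at single 50 µM final, then IGF (6 nM final) for 20 min at 37 deg C. Lysed; phospho-Akt Ser473 by HTRF after 24 h, 665/615 ratio.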
TDP43 rescue = qHTS of TDP-43 Inhibitors | TDP-43 expressing yeast growth rescue, BacTiter-Glo, 24 h | Potency, µM (highest dose often 46.1 µM), for inactives: at the top dose growth rescue (activation), actives largely listed as activators | 410,000 tested, 1.8% active | AID 652104, 2013; also: potency is read from the fitted curve at half-maximal effect; % of control where 0% means no effect; nearly all actives have a fitted effect of over 50% in size
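Growth rescue of TDP-43-toxic yeast measured as ATP luminescence (BacTiter-Glo). Cells grown to mid-log in raffinose, induced in galactose at OD600=0.02, exposed to compound 24 hr at 30 deg C.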
Active calls of the source: *; i = inactive; ? = inconclusive; . = not tested or not shown; [ ] = dose if it differs, or a comment. Unless noted, calls follow the shape of the dose curve; as a rule, active = well fitted curve in the direction sought with a large enough effect; inconclusive = small, poorly fitted or top-dose-only effect, or another doubt; inactive = no such curve, though single readings can be large; an effect the other way counts as inactive or inconclusive. This is a subset; count on the stated rates, not on these rows.

Value order – PTHR1 ag	GLP-1R inv ag	aSyn yeast inh	GLP1R ag	Abeta rescue	DRD3 antagonist	FUS suppressor	pAkt inh	TDP43 rescue
(1) CCC(C)c1ccc(OCC(=O)NNC(=O)C2CCCCC2)cc1 (stereo unspecified)
  -17%	?	-3%	3%	-7%	-16	19%	i	-6%
(2) COc1ccc(C2=NOC(C(=O)Nc3cccnc3Cl)C2)cc1 (stereo unspecified)
  i	39%[activator]	5%	10%	-9%	1	-14%	i	-13%
(3) CCS(=O)(=O)Nc1cccc(C2=NN(S(=O)(=O)CC)C(c3cccs3)C2)c1 (stereo unspecified)
  i	2%	-6%	0%	-19%	-20	7%	i	-10%
(4) O=C(NC(=S)NNC(=O)c1ccccc1O)c1cccc([N+](=O)[O-])c1
  -22%	?	12%	3%	-14%	8	-42%	i	-49%[inhibitor]
(5) COc1ccccc1NC(=O)Nc1ccc(C(N)=O)cc1
  i	7%	-7%	-4%	-14%	5	-36%	i	-2%
(6) COc1ccc(CCNC(=O)C2CC(c3cc(C(F)(F)F)cc(C(F)(F)F)c3)=NO2)cc1 (stereo unspecified)
  i	-6%	0%	-6%	2%	5	33%	i	-4%
(7) COc1ccc([C@@H]2[C@@H]3C(=O)N(C(C)(C)C)C(=O)[C@@H]3[C@]3(CC(C)C)C(=O)N(c4ccc(C(F)(F)F)cc4)C(=O)N23)cc1
  -11%	4%	-23%	-4%	10%	0	5%	i	-14%
(8) O=c1cc(CSc2nnc(COc3ccc(Cl)cc3)o2)c2ccccc2[nH]1
  -29%	-5%	0%	1%	12%	28	-8%	i	8%
(9) CN1c2ccccc2C(C)(C)C12CCCC(=O)N2 (stereo unspecified)
  -24%[57.5 µM]	4%	-4%	6%	1%	4	27%	i	-36%[inhibitor]
(10) CCCCN(CC)CCCNC(=O)Cn1ncc2c3ccccc3n(C)c2c1=O
  -96%	-22%	.	.	-7%	.	-9%	.	8%
(11) COc1ccccc1NC(=S)N1CCN(c2ccc(F)cc2)CC1
  6%	-21%	-8%	-4%	9%	?	-12%	i	23%
(12) COC(=O)[C@]12CCCCC=C1N(Cc1ccc3c(c1)OCO3)C(=O)[C@H](CC(=O)N1CCC(c3ccccc3)CC1)C2
  -15%	?	1%	.	4%	8	?	i	19%
(13) CCOC(=O)C1=C(COC(=O)COc2ccc(C(C)=O)cc2)NC(=O)NC1C (stereo unspecified)
  -7%	21%	1%	9%	9%	-6	15%	i	-21%
(14) Cc1ccc(C(=O)NCCN2CCN(C(=O)c3ccc(C)c(C)c3)CC2)cc1C
  -71%[inhibitor]	-15%	6%	1%	4%	-98*	25%	i	-17%
(15) COc1ccc(N2CCN(C(=O)CCCCCn3c(=O)[nH]c4ccsc4c3=O)CC2)cc1
  -8%	-17%	-2%	5%	-12%	0	13%	i	0%
(16) COC(=O)CNC(=O)C1CCN(c2nc(C)cc(C)n2)CC1
  i	-6%	0%	-1%	-5%	?	25%	i	-20%
(17) COc1ccccc1N1CCN(C2CCCN(S(=O)(=O)c3ccc(C)cc3)C2)CC1 (stereo unspecified)
  -86%[inhibitor]	?	-5%	-5%	7%	-80*	-8%	i	-1%
(18) COC(=O)c1cc(NC(=O)CSc2ncn[nH]2)ccc1Cl
  i	13%	-2%	1%	2%	8	7%	i	5%
(19) CN(Cc1ccnc2ccccc12)C(=O)C1CCC(=O)N(Cc2ccccc2F)C1 (stereo unspecified)
  i	-3%	1%	6%	14%	6	3%	i	4%
(20) O=C(NC(c1ccc2ccccc2n1)c1cccs1)C1CCN(Cc2cccc(C(F)(F)F)c2)CC1 (stereo unspecified)
  i	?	-10%	7%	24%	?	28%	i	0%
(21) O=C(O)CCC(=O)N1CCN(c2nc(-c3ccccc3)c3cc(Br)ccc3n2)CC1
  -11%	6%	1%	7%	2%	38	?	i	.
(22) CCOc1ccc(-n2nnc3c(=O)n(CC(=O)Nc4cc(C)on4)cnc32)cc1
  i	-8%	7%	4%	-4%	9	-1%	i	-10%
(23) CCc1cccc(C)c1NC(=S)N1CCCCC1c1cccnc1 (stereo unspecified)
  i	0%	-12%	-1%	-17%	-16	22%	i	-16%
(24) CC(=O)c1n[nH]nc1NC(=O)c1ccccc1
  ?	0%	-20%	0%	-4%	50	4%	i	-24%
(25) N#Cc1nc(-c2ccco2)oc1N1CCOCC1
  -23%[57.5 µM]	0%	?	-3%	-1%	26	12%	i	-5%
(26) CC(C)CCN1C(=O)c2ccc(C(=O)NCc3ccccn3)cc2C1=O
  -9%	-4%	2%	-3%	-4%	25	12%	i	0%
(27) COc1ccccc1C(=O)NC(CCSC)C(=O)NNC(=O)c1csc(N2CCOCC2)n1 (stereo unspecified)
  i	12%	0%	-3%	8%	20	7%	i	18%
(28) c1ccc(N2CCN(c3ccccc3)C2c2cccnc2)cc1
  -39%[inhibitor][57.5 µM]	?	6%	-1%	9%	-9	-11%	i	-5%
(29) C=CCn1c(SCC(=O)NC)nc2sc3c(c2c1=O)CCC3
  -23%	53%[activator]	-5%	27%	-6%	-18	.	i	16%
(30) O=S(=O)(c1ccccc1)c1nnn2c1nc(NCc1cccs1)c1sccc12
  4%	9%	.	.	-16%	.	-14%	.	0%

(further entries)
cpd | SMILES | PTHR1 ag | GLP-1R inv ag | aSyn yeast inh | GLP1R ag | Abeta rescue | DRD3 antagonist | FUS suppressor | pAkt inh | TDP43 rescue
31 | Cc1cccc(NC(=O)CCC(=O)c2cccs2)n1 | -8% | -2% | -2% | 4% | -16% | 16 | 4% | i | -23%
32 | COCCCNc1nc2nonc2nc1NCCSC | i | -17% | 11% | 5% | 4% | 16 | -23% | i | 5%
33 | O=C(c1[nH]c(C(F)(F)F)nc1-c1ccccc1)N1CCC(C(O)(c2ccccc2)c2ccccc2)CC1 | 16% | ? | 1% | -6% | -2% | -20 | ? | i | -10%
34 | O=C1CCCN1CC(CN1CCOCC1)Sc1nc2ccccc2c(=O)n1-c1ccccc1 (stereo unspecified) | i | 15% | 7% | 1% | -11% | ? | -10% | i | -5%
35 | Cc1ccc(-c2nc(CCNC(=O)c3ccco3)cs2)cc1 | i | -4% | -8% | 18% | -14% | 16 | . | i | 12%
36 | O=C(NCCc1ccccc1)c1ccc2c(c1)N(Cc1ccccc1)C(=O)c1ccccc1S2=O (stereo unspecified) | 19% | 6% | . | . | -1% | . | 17% | . | 11%
37 | CN(C)CCCn1c(SCc2ccc(Cl)cc2)nnc1-c1ccncc1 | -6% | -5% | -21% | -2% | -6% | -12 | -26% | i | -22%
38 | CCCC(=O)NCCc1nc2ccccc2n1CC(=O)c1ccccc1 | 16% | 5% | 0% | 1% | -4% | 5 | 18% | i | -12%
39 | COc1cccc(-n2c(C)c3c(OC)cccc(=O)c3c2C)c1 | i | -19% | 6% | 10% | 3% | -26 | 38% | i | ?
40 | CC(C)n1c(Nc2ccccc2)nc2ccccc21 | -14%[57.5 µM] | 11µM* | -5% | 3% | 17% | 16 | 13% | i | -9%
41 | O=C(CC[C@H]1O[C@@H](n2cnc3c(NC(=O)c4ccccc4)ncnc32)[C@H](O)[C@@H]1O)NCCc1cc2ccccc2[nH]1 | ? | 14% | 2% | 0% | -6% | 33 | 2% | i | 15%
42 | N#C/C(=C/c1ccc(N2CCCCCC2)o1)c1cccc(F)c1 | -16%[57.5 µM] | -37% | 8% | -11% | -50%[inhibitor] | -61* | ? | . | 18%

Just Abeta rescue, for seven of the compounds above:
entry | structure | Abeta rescue
36 | O=C(NCCc1ccccc1)c1ccc2c(c1)N(Cc1ccccc1)C(=O)c1ccccc1S2=O (stereo unspecified) | -1%
37 | CN(C)CCCn1c(SCc2ccc(Cl)cc2)nnc1-c1ccncc1 | -6%
38 | CCCC(=O)NCCc1nc2ccccc2n1CC(=O)c1ccccc1 | -4%
39 | COc1cccc(-n2c(C)c3c(OC)cccc(=O)c3c2C)c1 | 3%
40 | CC(C)n1c(Nc2ccccc2)nc2ccccc21 | 17%
41 | O=C(CC[C@H]1O[C@@H](n2cnc3c(NC(=O)c4ccccc4)ncnc32)[C@H](O)[C@@H]1O)NCCc1cc2ccccc2[nH]1 | -6%
42 | N#C/C(=C/c1ccc(N2CCCCCC2)o1)c1cccc(F)c1 | -50%[inhibitor]

Single records (already shown). Order of values: PTHR1 ag	GLP-1R inv ag	aSyn yeast inh	GLP1R ag	Abeta rescue	DRD3 antagonist	FUS suppressor	pAkt inh	TDP43 rescue
O=C(NCCc1ccccc1)c1ccc2c(c1)N(Cc1ccccc1)C(=O)c1ccccc1S2=O (stereo unspecified) as listed: 19%	6%	.	.	-1%	.	17%	.	11%
Cc1ccc(-c2nc(CCNC(=O)c3ccco3)cs2)cc1 as listed: i	-4%	-8%	18%	-14%	16	.	i	12%
